Screening data as filed in PubChem.
Growth percent in the NCI-60 one-dose screen (48 h, 10 µM unless noted): 100 = growth as untreated, 0 = no growth, -100 = all killed.
SN12C: SN12C renal cancer cells. 81,000 compounds, 3.8% hits. AID 1794767
TK-10: TK-10 renal cancer cells | AID 1794769 | 81,000 compounds, 3.9% hits
OVCAR-5: OVCAR-5 ovarian cancer; 82,000 compounds, 2.9% hits; AID 1794783
OVCAR-4: OVCAR-4 ovarian cancer cells; 80,000 compounds, 3.7% hits
SK-OV-3: SK-OV-3 ovarian cancer cells. 80,000 compounds, 3.2% hits. AID 1794785
UO-31: UO-31 renal cancer; AID 1794768; 81,000 compounds, 5.2% hits
786-0: 786-0 renal cancer cells; 81,000 compounds, 5.1% hits
IGROV1: IGROV1 ovarian cancer. 79,000 compounds, 4.7% hits. AID 1794786
The depositor's hits bear a star. How the source made its calls: active means growth percent below 10; inactive means the rest.

C/C(=C\CCc1ccoc1)CC/C=C(\C)CCCC1=CC(=O)OC1 was read as SN12C 66, TK-10 73, OVCAR-5 79, OVCAR-4 69, SK-OV-3 77, UO-31 38, 786-0 75 and IGROV1 63.
Screening O=C(Nc1ccc(N=Cc2ccccn2)cc1)NC1C=c2ccccc2=CC1 (stereo not given) returned SN12C 99, TK-10 110, OVCAR-5 104, OVCAR-4 115, SK-OV-3 100, UO-31 86, 786-0 106 and IGROV1 114.
CCOC(=O)C(CC)(CC(C)c1ccccc1)C(=O)OCC (stereo not given) was read as SN12C 96, TK-10 102, OVCAR-5 102, OVCAR-4 101, SK-OV-3 105, UO-31 99, 786-0 99 and IGROV1 108.
COc1ccc2c(c1)[nH]c(=O)c1c3cc(OC)c(OC)cc3cn21 was read as SN12C 36, TK-10 27, OVCAR-5 49, OVCAR-4 44, SK-OV-3 40, UO-31 35, 786-0 32 and IGROV1 -9.0*.
`COc1ccc(C(=O)NC(=O)Nc2ccc3c(c2)NC(=O)/C3=C\c2[nH]c(C)c(CCC(=O)O)c2C)cc1` gave SN12C 83, OVCAR-5 131, OVCAR-4 103, SK-OV-3 114, UO-31 85, 786-0 94 and IGROV1 71.
Screening CC(C)N(CCOC(=O)c1cc(Cl)cc(-c2ccccc2)c1O)C(C)C returned SN12C 88, TK-10 100, OVCAR-5 108, OVCAR-4 106, SK-OV-3 111, UO-31 82, 786-0 98 and IGROV1 96.
For c1ccc(-c2cn3ccnc3c(-c3ccc4ncn(C5CCCCC5)c4c3)n2)cc1 the results were SN12C 71, TK-10 98, OVCAR-5 92, OVCAR-4 65, SK-OV-3 92, UO-31 45, 786-0 63 and IGROV1 88.
Screening O=C(Nc1ccccc1S)c1ccccc1 returned SN12C 95, OVCAR-5 123, OVCAR-4 98, SK-OV-3 115, UO-31 92, 786-0 109 and IGROV1 107.
CCOC(=O)C(CC)(CC)C(=O)Cl was read as SN12C 105, TK-10 111, OVCAR-5 112, OVCAR-4 103, SK-OV-3 101, UO-31 85, 786-0 101 and IGROV1 103.
`CC(=O)OC1CC2C(C)(CCC3C2(C)CCC2(C)C4CC(C)(C)CCC4(C)CCC32C)C1C` (stereo not given) gave SN12C 95, TK-10 100, OVCAR-5 124, OVCAR-4 117, SK-OV-3 99, UO-31 92, 786-0 98 and IGROV1 99.
COc1ccc(NC(=S)N/N=C/c2ccc(Cl)cc2)cc1 was read as SN12C 106, TK-10 104, OVCAR-5 115, OVCAR-4 96, SK-OV-3 105, UO-31 95, 786-0 103 and IGROV1 59.
Screening NS(=O)(=O)c1ccc(N=Nc2ccc(=O)[nH]c2O)cc1 returned SN12C 106, TK-10 126, OVCAR-5 112, OVCAR-4 106, SK-OV-3 105, UO-31 108, 786-0 101 and IGROV1 266.
Screening Cn1cccc1/C=C1\C(=O)Nc2ccccc21 returned SN12C 94, TK-10 72, OVCAR-5 87, OVCAR-4 48, SK-OV-3 94, UO-31 63, 786-0 97 and IGROV1 76.
`O=[N+]([O-])c1ccc(N/N=C\c2ccccc2S(=O)(=O)O)nc1` gave SN12C 102, TK-10 104, OVCAR-5 98, OVCAR-4 117, SK-OV-3 109, UO-31 90, 786-0 107 and IGROV1 110.
`C=CCn1cccc1/C=C1\SC(=S)NC1=S` gave SN12C 95, TK-10 114, OVCAR-5 112, OVCAR-4 90, SK-OV-3 78, UO-31 68, 786-0 96 and IGROV1 95.
Cc1cc(-c2ccccc2)n(N2NN=NC2(C)c2cccc(Cl)c2)c(=S)n1 (stereo not given) was read as SN12C 90, TK-10 92, OVCAR-5 104, OVCAR-4 85, SK-OV-3 108, UO-31 74, 786-0 104 and IGROV1 93.
For O=C(O)CC/C(=N/O)c1ccccc1 the results were SN12C 95, TK-10 86, OVCAR-5 91, OVCAR-4 112, SK-OV-3 98, UO-31 107, 786-0 93 and IGROV1 101.
For CC(C)OC(=O)Oc1ccc(Cl)cc1 the results were SN12C 96, TK-10 109, OVCAR-5 103, OVCAR-4 111, SK-OV-3 110 and IGROV1 121.
For COc1ccc(/C=C/C(=O)c2ccc(Nc3ncnc4cc(OC)c(OC)cc34)cc2)cc1F the results were SN12C 94, TK-10 89, OVCAR-5 112, OVCAR-4 96, SK-OV-3 111, UO-31 76, 786-0 88 and IGROV1 99.
`CCC(O)(CCN(C)C)c1ccccc1` (stereo not given) gave TK-10 95, OVCAR-5 95, OVCAR-4 116, SK-OV-3 82, UO-31 99 and 786-0 95.

In the list so far, these contain a COOH group:
`COc1ccc(C(=O)NC(=O)Nc2ccc3c(c2)NC(=O)/C3=C\c2[nH]c(C)c(CCC(=O)O)c2C)cc1` gave SN12C 83, OVCAR-5 131, OVCAR-4 103, SK-OV-3 114, UO-31 85, 786-0 94 and IGROV1 71.
For O=C(O)CC/C(=N/O)c1ccccc1 the results were SN12C 95, TK-10 86, OVCAR-5 91, OVCAR-4 112, SK-OV-3 98, UO-31 107, 786-0 93 and IGROV1 101.

Additional entries follow:
Screening O=C(OCC1CCCO1)c1ccccc1 (stereo not given) returned SN12C 98, TK-10 96, OVCAR-5 104, OVCAR-4 106, SK-OV-3 105, UO-31 95, 786-0 114 and IGROV1 113.
Screening Nc1ccc(Cl)nn1 returned SN12C 101, TK-10 111, OVCAR-5 111, OVCAR-4 111, SK-OV-3 107, UO-31 90, 786-0 96 and IGROV1 109.
Screening Clc1nc2ccccc2nc1CI returned SN12C 54, TK-10 166, OVCAR-5 109, OVCAR-4 94, SK-OV-3 104, UO-31 69, 786-0 101 and IGROV1 73.
Screening CC(C(=O)O)N1C2=NC3=C(C(=O)OC(C)(C)O3)C(c3ccc(Cl)cc3)N2NC1(C)c1ccccc1O (stereo not given) returned SN12C 89, TK-10 117, OVCAR-5 107, OVCAR-4 81, SK-OV-3 110, UO-31 76, 786-0 93 and IGROV1 85.
`O=C(CCCN1CCC2(CCCCC2)CC1)c1ccc(F)cc1` gave SN12C 92, TK-10 109, OVCAR-5 94, OVCAR-4 89, SK-OV-3 106, UO-31 75, 786-0 99 and IGROV1 111.
Screening NC(=O)CCCCC1CCSS1 (stereo not given) returned SN12C 98, OVCAR-5 108, OVCAR-4 107, SK-OV-3 113, UO-31 87, 786-0 103 and IGROV1 104.
Screening Cc1ccc(-n2c(SCC(=O)c3ccccc3)nnc2-c2cc3c([nH]c4ccccc43)c(-c3cccc(O)c3)n2)cc1 returned SN12C 84, TK-10 92, OVCAR-5 94, OVCAR-4 77, SK-OV-3 90, UO-31 48, 786-0 69 and IGROV1 74.
`CCOC(=O)c1nc(Nc2ccc(NC(=O)Nc3cccc(OC)c3)cc2)c2ccccc2n1` gave SN12C 100, TK-10 159, OVCAR-5 103, OVCAR-4 102, SK-OV-3 100, UO-31 74, 786-0 107 and IGROV1 89.
Fc1ccc(Nc2nnc(-c3c[nH]c4ccccc34)o2)cc1 was read as SN12C 56, TK-10 123, OVCAR-5 105, OVCAR-4 81, SK-OV-3 84, UO-31 44, 786-0 95 and IGROV1 51.
For CCOCCOC(=O)Nc1ccc(C)c(NC(=O)OCCOCC)c1 the results were SN12C 109, TK-10 120, OVCAR-5 100, OVCAR-4 111, SK-OV-3 110, UO-31 87, 786-0 110 and IGROV1 106.
For Fc1ccc2cc(Cc3nnc(Sc4cccnc4)n3CCCc3cnc[nH]3)[nH]c2c1 the results were SN12C 93, TK-10 118, OVCAR-5 109, OVCAR-4 104, SK-OV-3 89, UO-31 73, 786-0 106 and IGROV1 92.
For O=C1Nc2ccc(Cl)cc2/C1=N/c1nc(-c2ccc(F)cc2)cs1 the results were SN12C 55, TK-10 59, OVCAR-5 75, OVCAR-4 32, SK-OV-3 56, UO-31 50, 786-0 47 and IGROV1 26.
Screening Clc1ccc2c(NCCCN3CCN(c4nc(N5CCOCC5)nc5ccccc45)CC3)ccnc2c1 returned SN12C 46, TK-10 -38*, OVCAR-5 61, OVCAR-4 50, SK-OV-3 108, UO-31 -86*, 786-0 -36* and IGROV1 50.
For COc1ccc(-c2cs/c(=N\N=C\c3ccc(F)c(OC)c3)n2-c2ccccc2)cc1 the results were SN12C 89, TK-10 161, OVCAR-5 107, OVCAR-4 77, SK-OV-3 77, UO-31 64, 786-0 110 and IGROV1 76.
COc1cc(NCC(=O)Nc2cc(Nc3c(F)cccc3F)ncn2)c(Cl)c(OC)c1Cl was read as SN12C 93, TK-10 117, OVCAR-5 107, OVCAR-4 104, SK-OV-3 102, UO-31 76, 786-0 104 and IGROV1 97.
`c1ccc(C2NCCNC2c2ccccc2)cc1` (stereo not given) gave SN12C 102, TK-10 110, OVCAR-5 99, OVCAR-4 116, SK-OV-3 113, UO-31 81, 786-0 107 and IGROV1 102.
For COc1cccc(C(=O)N(c2ccc(F)cc2)C(C(=O)NC(C)(C)C)c2cc3c(C)cc(C)cc3nc2Cl)c1 (stereo not given) the results were TK-10 76, OVCAR-5 82, OVCAR-4 54, SK-OV-3 63, UO-31 32, 786-0 74 and IGROV1 67.
`Cc1oc2ncnc(Nc3cccc(F)c3)c2c1C(=O)NCCO` gave SN12C 99, TK-10 90, OVCAR-5 100, OVCAR-4 108, SK-OV-3 89, UO-31 96 and 786-0 93.
`CC(=O)Nc1ccc2c(c1)C(C)c1ccccc1-2` (stereo not given) gave SN12C 100, TK-10 119, OVCAR-5 99, OVCAR-4 115, SK-OV-3 104, UO-31 73, 786-0 93 and IGROV1 109.
COc1ccc(CNC(=O)c2c(C)n([O-])c3ccc(OC)cc3[n+]2=O)cc1 was read as SN12C 108, TK-10 104, OVCAR-5 103, OVCAR-4 105, SK-OV-3 126, UO-31 22 and 786-0 96.

Retrieved one by one from the entries so far, 5 records:
`CC(=O)Nc1ccc2c(c1)C(C)c1ccccc1-2` (stereo not given) gave SN12C 100, TK-10 119, OVCAR-5 99, OVCAR-4 115, SK-OV-3 104, UO-31 73, 786-0 93 and IGROV1 109.
Screening NS(=O)(=O)c1ccc(N=Nc2ccc(=O)[nH]c2O)cc1 returned SN12C 106, TK-10 126, OVCAR-5 112, OVCAR-4 106, SK-OV-3 105, UO-31 108, 786-0 101 and IGROV1 266.
Screening Nc1ccc(Cl)nn1 returned SN12C 101, TK-10 111, OVCAR-5 111, OVCAR-4 111, SK-OV-3 107, UO-31 90, 786-0 96 and IGROV1 109.
Screening O=C(Nc1ccc(N=Cc2ccccn2)cc1)NC1C=c2ccccc2=CC1 (stereo not given) returned SN12C 99, TK-10 110, OVCAR-5 104, OVCAR-4 115, SK-OV-3 100, UO-31 86, 786-0 106 and IGROV1 114.
Cc1cc(-c2ccccc2)n(N2NN=NC2(C)c2cccc(Cl)c2)c(=S)n1 (stereo not given) was read as SN12C 90, TK-10 92, OVCAR-5 104, OVCAR-4 85, SK-OV-3 108, UO-31 74, 786-0 104 and IGROV1 93.

Next entries.
Screening O=C(O)CC(O)c1ccccc1 (stereo not given) returned SN12C 103, TK-10 100, OVCAR-5 93, OVCAR-4 101, SK-OV-3 98, UO-31 97, 786-0 98 and IGROV1 107.
N#Cc1ccc(NS(=O)(=O)c2ccc(-c3cnc(C4CC4)o3)cc2)cc1 was read as SN12C 92, TK-10 109, OVCAR-5 93, OVCAR-4 95, UO-31 82, 786-0 97 and IGROV1 96.
Screening CN(C)CCNc1ccc2ncc(C#Cc3cncc(C(=O)Nc4ccc(CN5CCN(C)CC5)c(C(F)(F)F)c4)c3)n2n1 returned SN12C -9.9*, TK-10 27, OVCAR-5 11, OVCAR-4 -10*, SK-OV-3 45, UO-31 78, 786-0 4.3* and IGROV1 0.1*.
`O=C(Nc1ccccc1)c1ccc2c(c1)nc(-c1ccccc1)n2C1CCCCC1` gave SN12C 102, TK-10 116, OVCAR-5 92, OVCAR-4 109, SK-OV-3 74, UO-31 88, 786-0 102 and IGROV1 102.
Screening C=C(C[n+]1ccccc1)[C@@H]1CC[C@]2(C(=O)OC)CC[C@]3(C)[C@H](CC[C@@H]4[C@@]5(C)CC[C@H](OC(C)=O)C(C)(C)[C@@H]5CC[C@]43C)[C@@H]12 returned SN12C 90, TK-10 103, OVCAR-5 99, OVCAR-4 84, SK-OV-3 97, UO-31 88, 786-0 102 and IGROV1 72.
COC(=O)C(Cc1ccc(O)cc1)NS(=O)(=O)Cc1ccccc1 (stereo not given) was read as SN12C 94, TK-10 84, OVCAR-5 93, OVCAR-4 98, SK-OV-3 106, UO-31 84, 786-0 107 and IGROV1 113.
`CCC(=O)[N+](=O)c1ccc(C(=O)/C=C/c2ccc(N(C)C)cc2)cc1` gave SN12C 104, TK-10 92, OVCAR-5 93, OVCAR-4 102, SK-OV-3 90, UO-31 79, 786-0 91 and IGROV1 97.
For O=C(Nc1ncccc1OCc1ccccc1Cl)NC12CC3CC(CC(C3)C1)C2 the results were SN12C 88, TK-10 100, OVCAR-5 100, OVCAR-4 88, SK-OV-3 98, UO-31 74, 786-0 95 and IGROV1 103.
Screening CC(=O)O[C@]1(C(C)=O)CC[C@@]2(C)[C@@H]3CCC4=CC(=O)CC[C@@H]4[C@@]3(F)[C@@H](O)C[C@]12C returned SN12C 80, TK-10 118, OVCAR-5 68, OVCAR-4 100, SK-OV-3 76, UO-31 73 and 786-0 112.
Screening CCSc1nc(-c2cc(OC)ccc2OC)cc(-c2ccc(Cl)cc2)c1C#N returned SN12C 85, TK-10 72, OVCAR-5 87, OVCAR-4 45, SK-OV-3 64, UO-31 56, 786-0 70 and IGROV1 74.
`CC[C@H](C)C(NC(=O)[C@@H](NC(=O)[C@@H]1CCCN1C(=O)CNC(=O)[C@H](C)NC(=O)OCc1ccccc1)C(C)C)C(=O)OC` (stereo not given in full) gave SN12C 95, TK-10 106, OVCAR-5 115, OVCAR-4 94, SK-OV-3 93, UO-31 85, 786-0 100 and IGROV1 110.
For O=[N+]([O-])c1ccc(Oc2ccc([N+](=O)[O-])cc2)cc1 the results were SN12C 107, TK-10 105, OVCAR-5 111, OVCAR-4 96, SK-OV-3 98, UO-31 99, 786-0 98 and IGROV1 114.
